RMI FANCM FP: inhibitors of human RMI core complex binding to FANCM MM2. Fluorescence polarization, RMI core complex with F-MM2 peptide; hits give low values. FP signal (polarization) at 33 µM. 70,000 tested, 0.58% active; in the data active = FP signal below about 40; also: inactives centre near 61; strong numbers were not always called active; unit not given here
Active calls of the source: *; & = joins results of further samples. Only part of the results is shown; count on the stated rates, not on these rows.

RMI FANCM FP,SMILES
53,N#Cc1ccc2snnc2c1
65,COC(=O)c1sc(NC(=O)CSc2nc3ccccc3c(=O)n2-c2ccccc2)c(C(=O)OC)c1C
75,CSc1nc2c(c(/C=C/c3ccccc3)c1C#N)CCC2
62,CCc1ccc(S(=O)(=O)Nc2ccc3nc(C)n(-c4ccc(OC)cc4)c(=O)c3c2)s1
51,CN1C(=O)c2ccc(NC(=O)CSc3ccc(F)cc3)cc2C1=O
52,CC1C(=O)N2CCCc3cc(NC(=O)C(C)(C)C)cc1c32 (stereo not given)
53,Cc1nnc2ccc(-c3cccc(NS(=O)(=O)c4ccc5c(c4)OCCO5)c3)nn12
61,Cc1ccc(NC(=O)C2CCN(c3ccc(-c4ccco4)nn3)CC2)cc1F
61&57,C=CCNC(=S)NNC(=O)c1ccc(Br)cc1
50,COc1cc2c(cc1OC)C(C)N(C=C(C#N)C#N)CC2 (stereo not given)
70,CCC(=O)NCCOc1ccc2nnc(-c3ccccc3Cl)n2n1
66,CSc1ccccc1NC(=O)/C=C/C1=Cc2ccccc2OC1
63,O=C(NCCc1cn2ccsc2n1)C1CCCCC1
67,Cn1nccc1C(=O)Nc1nc(-c2ccc(Cl)s2)cs1
78,O=C(CNS(=O)(=O)c1ccc(F)c(Cl)c1)NCCc1ccccc1
67,CCCCC(=O)Nc1nc2ccc(Cl)cc2s1
66,CC(C)(C)C(=O)N1CCc2ccc(NC(=O)c3ccc(F)cc3Cl)cc21
58,N#Cc1ccc(-c2cccnc2)[nH]c1=O
61,O=C(CSc1ncccn1)Nc1ccccc1
56,FC(F)(F)c1cccc(Nc2nc(-c3ccccc3)c3cc(Cl)ccc3n2)c1
72,CCCCn1c(SCc2nc(-c3ccc(F)cc3)no2)nc2ccccc2c1=O
59,CC(C)(C)c1ccc(C(=O)Nc2ccccc2Cl)cc1
67,O=C(NCCN1CCN(c2ccccc2F)CC1)C(=O)NCc1ccc(F)cc1
60,COc1ccc(-c2n[nH]c(=S)n2-c2cccc(OC)c2)cc1
54,CC(C)(C)N(C(=O)c1ccc([N+](=O)[O-])o1)C(=O)N1CCCCC1
56,COC(OC)c1ccc(C#N)c(SCC(=O)Nc2ccc(C(F)(F)F)cc2)n1
59,COC(=O)/C=c1/s/c(=C(/C#N)C(N)=O)n(-c2ccccc2)c1=O
56,CN(C)CCn1c2c(c(SCC(=O)Nc3cccc4ccccc34)nc1=O)CCC2
71,O=C(Nc1nsc(-c2ccccc2)n1)c1ccc(F)cc1
65,COc1ccc(OC)c(C(=O)N=c2sc3cc(OC)c(OC)cc3n2C)c1
52,C/C(=N/O)c1csc(-c2ccccc2)n1
69,Cc1cc(C(=O)Nc2nnc(Cc3cccs3)o2)n(C)n1
63,Cc1ccccc1/[N+]([O-])=C/c1ccncc1
62,CCOc1ccc(-c2noc(CCn3c(=O)[nH]c4ccccc4c3=O)n2)cc1
63,COc1cc(C(C)=O)ccc1OC(=O)N(c1ccccc1)c1ccccc1
60,CN(C)S(=O)(=O)c1ccc2c(c1)CCN2C(=O)c1ccc(S(=O)(=O)NC2CC2)cc1
73,COc1ccc(S(=O)(=O)Nc2ccc3c(c2)CCCN3C(=O)c2ccccc2)c(C)c1
65,O=C(Cc1cccc2ccccc12)NCCOc1ccc(F)cc1
61,Cc1oc(-c2ccc(Cl)cc2)cc1COC(=O)Nc1ccccc1
128,CCOc1ccc(OCC)c(S(=O)(=O)N2CCN(c3nc(C)cc(N4CCCC4)n3)CC2)c1
61,CN1C2CCC1/C(=C\c1ccc(F)cc1)C(=O)/C2=C/c1ccc(F)cc1
56,CC(=O)Nc1ccc(S(=O)(=O)NC23CC4CC(CC(C4)C2)C3)cc1
60&62&60,CC(=O)[C@H]1CC[C@H]2[C@@H]3CCC4=CC(=O)CC[C@]4(C)[C@H]3CC[C@]12C
63,CCOc1ccc(S(=O)(=O)Nc2ccc3c(c2)N(CCOC)CCC3)cc1F
74,Cc1ccc(S(=O)(=O)NCC(=O)N2CCOC(c3ccccc3)C2)cc1C (stereo not given)
66,Cc1cc(C(=O)N(CCCN(C)C)c2nc3c(C)ccc(Cl)c3s2)no1
55,O=C(Nc1ccc(F)cc1)Nc1ccc(Br)c(C(F)(F)F)c1
65,COc1cn2c(cc1=O)C(=O)N(CCNC(=O)c1ccc3c(c1)OCO3)CC2
51,COc1ccc(CCN2C(=O)/C(=C/c3ccccc3Cl)SC2=S)cc1OC
68,CCOc1ccc(OCCNC(=O)c2cc3cccc(OCC)c3oc2=O)cc1

Later entries.
RMI FANCM FP,SMILES
65,COc1ccc(OC)c(Nc2nc(CC(=O)N3CCN(c4ncccn4)CC3)cs2)c1
59,O=[N+]([O-])c1ccc(N2C(=S)N(c3ccc(F)cc3)C3CS(=O)(=O)CC32)cc1 (stereo not given)
51,Cc1ccc(C(CNC(=O)c2ccc(Cl)cc2)N2CCOCC2)cc1 (stereo not given)
58,Cc1nn(C(=O)c2cccs2)c(C)c1Cc1c(F)cccc1Cl
63,Cc1cn2c3c(=O)n(C)c(=O)n(C)c3nc2n1CCN1CCN(C(c2ccccc2)c2ccccc2)CC1
76,O=C(NCC1CCN(Cc2cccs2)CC1)C(=O)Nc1ccccc1
53,CC(C)S(=O)(=O)c1cccc(C(=O)Nc2cccc([N+](=O)[O-])c2)c1
68,CCCc1nnsc1C(=O)O
59,CCOc1ccccc1NC(=O)NCC(c1ccc2c(c1)CCN2C)N1CCOCC1 (stereo not given)
93,O=S(=O)(NC1c2cccc3cccc(c23)C1N1CCN(C(=S)Nc2ccccc2)CC1)c1ccc(Cl)cc1 (stereo not given)
54,CN(C)/C=N\Nc1ccc([N+](=O)[O-])cc1
54,CC(C)(COC(=O)Nc1ccc(Cl)cc1)n1cccc1
67,COc1ccc2nc(N(CCN(C)C)C(=O)/C=C\c3ccc([N+](=O)[O-])cc3)sc2c1
54,O=C(Cc1cc(=O)[nH]c(SCc2cccc(Cl)c2)n1)NCc1ccccn1
61,CCOC(=O)c1ccc(NC2=CC(=NS(=O)(=O)c3cccs3)c3ccccc3C2=O)cc1
60,COc1ccc(F)cc1S(=O)(=O)NCCOc1ccc2c(c1)OCO2
69,COc1ccc(Cl)c2sc(N(CC3CCCO3)C(=O)c3ccnn3C)nc12 (stereo not given)
86,C#CCn1c(=NC(=O)c2ccc(S(=O)(=O)N3CC(C)OC(C)C3)cc2)sc2c3ccccc3ccc21 (stereo not given)
61,COc1ccc(/C=N\N=C(\NC(=O)Nc2ccccc2)SCc2ccc(F)cc2)cc1
59,Cc1nc(C)c(-c2n[nH]c(=S)n2C)s1
72,COc1ccc(CCC(=O)Nc2ccc3c(c2)N(CCC(C)C)C(=O)C(C)(C)CO3)cc1
64,COc1ccc(CCNC(=O)c2cc(=O)c(OC)co2)cc1
71,CCOc1ccc(-c2csc(NC(=O)C3CCCCC3)n2)cc1
57,COC(=O)C(CCSC)NC(=O)C(CC(C)C)NC(=O)c1cccnc1SC (stereo not given)
52,COc1ccccc1CNC(=O)C(=O)NCC(c1ccc(F)cc1)N1CCOCC1 (stereo not given)
52,CC(C)(C)Oc1ccc(CC(NC(=O)OCc2ccccc2)C(=O)O)cc1 (stereo not given)
52,Cc1ccc(OCC(O)CN2CCC(C(N)=O)CC2)c([N+](=O)[O-])c1 (stereo not given)
67,Cc1cccc(OCC(=O)Nc2ccc3nc(C)n(-c4ccc(F)cc4)c(=O)c3c2)c1C
59,COc1ccc(C2C(C(=O)O)c3ccccc3C(=O)N2C2CCN(Cc3ccccc3)CC2)cc1 (stereo not given)
70,O=C(C(c1ccccc1)c1ccccc1)N1CCN(c2nc3c(Cl)cccc3s2)CC1
55,CCOC(=O)c1c(C)c(=O)oc2c1c(=O)[nH]n2-c1ccccc1
121,COc1ccc(-c2cn3c(C(=O)N4CCN(c5cccc(C(F)(F)F)c5)CC4)csc3n2)cc1
63,COC(=O)C1Sc2[nH]c(=O)sc2C(c2cccc([N+](=O)[O-])c2)C1C(=O)OC (stereo not given)
70,COc1cccc(C(=O)N2CCN(c3ccc(-c4ccc(C)c(C)c4)nn3)CC2)c1OC
57,CCCn1c(=NC(=O)CS(=O)(=O)c2ccccc2)sc2c(OC)ccc(OC)c21
63,Cc1cc(C(=O)CSc2ncn[nH]2)c(C)n1-c1cc(F)ccc1F
55,CCOC(=O)c1cc(C#N)c(SCC(=O)Nc2ccc(C(C)=O)cc2)[nH]c1=O
60,COc1ccc(NNC(=O)c2c(-c3c(F)cccc3Cl)noc2C)cc1
50,Cc1csc2sc(/C=C(\C#N)S(=O)(=O)c3cccs3)c(C)c12
64,COc1ccc(-n2nnc(C(=O)OCc3nc(-c4ccc(C)cc4)oc3C)c2C)cc1
61,CC1=C(C#N)C(c2ccc(-c3ccc(Cl)cc3[N+](=O)[O-])o2)C(C#N)=C(C)N1
54,Nc1nnc2sc(SCC(=O)O)nn2c1=O
53,CC1CC(=O)Nc2ccccc2N1C(=O)Nc1ccccc1 (stereo not given)
64,CCN1C(=O)c2cc(NS(=O)(=O)c3cccc(C)c3)ccc2Oc2ccccc21
63,CC(C#N)(Nc1ccccc1)c1cccnc1 (stereo not given)
67,CCc1cc(=O)[nH]c2nnc(SCc3ccccn3)n12
58,COc1ccccc1-c1nnc(NC(=O)c2ccc(S(=O)(=O)N(C)CC3CCCO3)cc2)o1 (stereo not given)
58,Cc1ccc(-n2cc(C(=O)N3CCCCC3)nn2)cc1
67,Cn1cccc1C(CNC(=O)C(=O)Nc1ccon1)N1CCc2ccccc2C1 (stereo not given)
56,Cc1ccc(C)n1-c1ccc(C(=O)ON2C(=O)CCC2=O)cc1

Taken from the results shown, 2 compounds:
RMI FANCM FP,SMILES
52,CC(C)(C)Oc1ccc(CC(NC(=O)OCc2ccccc2)C(=O)O)cc1 (stereo not given)
52,Cc1ccc(OCC(O)CN2CCC(C(N)=O)CC2)c([N+](=O)[O-])c1 (stereo not given)

The listing continues:
RMI FANCM FP,SMILES
59,O=C(O)c1cc(=O)n(-c2ccccc2)[nH]1
61,O=S(=O)(NCCOc1ccc(F)cc1)c1ccccc1Cl
68,COc1ccccc1OCC(=O)Nc1ccc2nc(C)n(-c3ccc(C)cc3)c(=O)c2c1
59,Cc1c(C)c(C)c(CSC(=Nc2ccc(C(C)C)cc2)N2CCOCC2)c(C)c1C
60,O=C(/C=C/c1cccs1)NC(=S)NNC(=O)Cn1nnc(-c2cccc(Cl)c2Cl)n1
55,COC(=O)C(C)(C)NC(=O)Nc1ccc(Cl)cc1
65,O=C(CN1CCCCCC1)Nc1nc2ccc(Br)cc2s1
68,COc1cccc(NC(=O)C(=O)NCC(c2ccc3c(c2)CCN3C)N(C)C)c1 (stereo not given)
70,COc1ccc(C)cc1S(=O)(=O)Nc1ccc2c(c1)CN(C(=O)c1ccco1)CC2
81,O=C(Nc1ccc2c(c1)C(=O)c1ccccc1C2=O)c1ccc2ncsc2c1
63,NCCn1cccc1
61,Cc1cc(C)n(CCNC(=O)c2ccc3c(c2)OCO3)n1
90,Nc1c(C(=O)Nc2ccc(F)c(Cl)c2)oc2ccccc12
51,C/C(=N/O)c1ccn(S(=O)(=O)c2ccc(Cl)cc2)c1
65,CCOc1ccc(S(=O)(=O)Nc2ccc3c(c2)C(=O)Nc2cc(C)ccc2O3)cc1F
61,Cc1nc(SCC(=O)NC(C)(C)C)[nH]c(=O)c1C
59,O=C(Nc1ccc(O)cc1)c1cc2ccccc2c(=O)s1
61,O=C(NCCc1c[nH]c2ccccc12)NC1CC(=O)N(c2ccc(Cl)cc2)C1 (stereo not given)
55,O=C(CCc1ccccc1)Nc1c(C(=O)Nc2cccc(Cl)c2)oc2ccccc12
75,Cc1cc(OCC(O)CN)ccc1Cl (stereo not given)
65,CCOc1cn(C)c(C(=O)NCc2cccs2)cc1=O
61,COc1ccc(C)cc1S(=O)(=O)NCCOc1cccc(C(F)(F)F)c1
73,Cc1cc(C(=O)CSc2nc3scc(-c4ccccc4)c3c(=O)n2-c2ccccc2)c(C)n1-c1ccccc1F
62,COc1cc(C(=O)Nc2cc(C)nc3c(C)cc(C)cc23)cc(OC)c1OC
76,Cc1ccc(S(=O)(=O)NCC2CCN(Cc3cccs3)CC2)cc1C
69,CC(C)(C)C(=O)Nc1ccc(C(=O)NCCNC(=O)NC2CCCCC2)cc1
63,COc1cc(C=Nc2ccc(Cl)cc2)ccc1OC(=O)C1CC1
68,CC(Cl)C(=O)Nc1nnc(-c2ccccc2Cl)s1 (stereo not given)
45,O=S(=O)(c1ccccc1)c1cc(C(F)(F)F)cc(C(F)(F)F)c1
54,O=C(Nc1ccc(N2CCCCC2=O)cc1)c1cc(Br)ccc1Cl
-58,CC(C(=O)O)N1C(=O)c2ccccc2C1=O (stereo not given)
67,CN1CCCc2cc(CCNC(=O)C3CCCC3)ccc21
57,O=C1Nc2ccc(CNS(=O)(=O)c3ccccc3)c3cccc1c23
52,O=C(CC(Sc1n[nH]c(-c2ccccc2)n1)c1ccccc1)NCCc1ccccc1 (stereo not given)
56,Clc1ccc(-n2ncc3c(SCc4ccccn4)ncnc32)cc1

Of the compounds above, 18 contain an aryl thioether with sulfur outside any ring:
RMI FANCM FP,SMILES
65,COC(=O)c1sc(NC(=O)CSc2nc3ccccc3c(=O)n2-c2ccccc2)c(C(=O)OC)c1C
75,CSc1nc2c(c(/C=C/c3ccccc3)c1C#N)CCC2
51,CN1C(=O)c2ccc(NC(=O)CSc3ccc(F)cc3)cc2C1=O
66,CSc1ccccc1NC(=O)/C=C/C1=Cc2ccccc2OC1
61,O=C(CSc1ncccn1)Nc1ccccc1
72,CCCCn1c(SCc2nc(-c3ccc(F)cc3)no2)nc2ccccc2c1=O
56,COC(OC)c1ccc(C#N)c(SCC(=O)Nc2ccc(C(F)(F)F)cc2)n1
56,CN(C)CCn1c2c(c(SCC(=O)Nc3cccc4ccccc34)nc1=O)CCC2
54,O=C(Cc1cc(=O)[nH]c(SCc2cccc(Cl)c2)n1)NCc1ccccn1
57,COC(=O)C(CCSC)NC(=O)C(CC(C)C)NC(=O)c1cccnc1SC (stereo not given)
63,Cc1cc(C(=O)CSc2ncn[nH]2)c(C)n1-c1cc(F)ccc1F
55,CCOC(=O)c1cc(C#N)c(SCC(=O)Nc2ccc(C(C)=O)cc2)[nH]c1=O
54,Nc1nnc2sc(SCC(=O)O)nn2c1=O
67,CCc1cc(=O)[nH]c2nnc(SCc3ccccn3)n12
61,Cc1nc(SCC(=O)NC(C)(C)C)[nH]c(=O)c1C
73,Cc1cc(C(=O)CSc2nc3scc(-c4ccccc4)c3c(=O)n2-c2ccccc2)c(C)n1-c1ccccc1F
52,O=C(CC(Sc1n[nH]c(-c2ccccc2)n1)c1ccccc1)NCCc1ccccc1 (stereo not given)
56,Clc1ccc(-n2ncc3c(SCc4ccccn4)ncnc32)cc1

Compound activity (PubChem BioAssay)
